HCV inh: qHTS Assay for Inhibitors of Hepatitis C Virus (HCV); Huh7.5.1 HCVcc-Cre infection, luciferase reporter, 44 h; Potency, µM (top dose mostly 41.8 µM), inactives show at the highest dose activity change, negative = inhibition, hits mostly inhibitors; 3.4% of 340,000 active; AID 651820, 2012; further: potency means the concentration at half of the fitted maximal effect
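Cells seeded at 1,000/well and cultured 4 h, then compounds added followed by HCVcc-Cre virus (~0.5 moi). After 44 h further culture, luciferase substrate was added, plates held 15 min at room temperature, and luminescence read for 15 sec.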
AmpC no deterg: qHTS Inhibitors of AmpC Beta-Lactamase (assay without detergent) | P00811 | AmpC nitrocefin hydrolysis, absorbance 480 nm, 0.0001% Triton | 0.52% of 330,000 active | Potency, µM (series often up to 57.1 µM), for the others: top-dose activity change, negative = inhibition, most hits filed as inhibitors;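 further: potency means the concentration at half of the fitted maximal effect; plate controls were no compound for no effect and no enzyme for full effect; nearly all actives have a fitted effect of over 20% in size; some results filed as inactive show a strong effect at the top dose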
Target sequence (P00811 whole entry, looked up): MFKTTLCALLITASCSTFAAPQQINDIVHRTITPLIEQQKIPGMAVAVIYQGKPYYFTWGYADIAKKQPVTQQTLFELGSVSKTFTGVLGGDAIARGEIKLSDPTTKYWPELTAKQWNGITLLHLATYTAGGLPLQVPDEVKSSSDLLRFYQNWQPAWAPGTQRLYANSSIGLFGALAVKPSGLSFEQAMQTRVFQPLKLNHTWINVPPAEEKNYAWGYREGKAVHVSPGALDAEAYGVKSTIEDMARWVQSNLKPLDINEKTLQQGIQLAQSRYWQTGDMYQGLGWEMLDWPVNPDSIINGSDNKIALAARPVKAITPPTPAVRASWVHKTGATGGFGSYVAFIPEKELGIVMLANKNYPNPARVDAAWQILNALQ
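20 mM phosphate pH 7.0 + 0.01% (detergent screen) or 0.0001% Triton X-100; 5.3 nM AmpC reagent; cpd preinc 15 min RT; nitrocefin (800 uM stock) to start; A480 q20 s × 4 min; Activity was normalised to no-enzyme and no-compound control wells.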
AmpC detergent: qHTS Inhibitors of AmpC Beta-Lactamase (assay with detergent). P00811. AmpC hydrolysis of nitrocefin, absorbance 480 nm, 0.01% Triton. Potency, µM (doses to about 114 µM), inactives show at the top dose activity change, negative = inhibition, usual class: inhibitors. 0.041% of 370,000 active;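 further: potency means the concentration at half of the fitted maximal effect; 0% = no-compound wells and -100% = no-enzyme wells; nearly all actives have a fitted effect of over 25% in size; some results filed as inactive show a strong effect at the top dose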
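AmpC (5.3 nM in the dispensed reagent) in 20 mM phosphate pH 7.0 with 0.01% (detergent screen) or 0.0001% Triton X-100 was preincubated with compounds for 15 min at room temperature. Nitrocefin was then added from an 800 uM solution, and hydrolysis was followed at 480 nm.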
AMA1-RON2 inh: qHTS for Inhibitors of AMA1-RON; Towards Development of Antimalarial Drug Lead: Primary Screen; AlphaScreen AMA1-biotinylated RON2 peptide binding; 0.2% of 360,000 active; Potency, µM (highest dose often 58.2 µM), for inactives: top-dose activity change, negative = inhibition, hits mostly inhibitors;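 further: potency means the concentration at half of the fitted maximal effect; 0% = vehicle wells and -100% = peptide control; nearly all actives have a fitted effect of over 45% in size; some results filed as inactive show a strong effect at the top dose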
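AMA1 (3D7) with his tag at 25 nM final met compounds first, then biotinylated RON2 peptide at 25 nM; detection used donor plus acceptor beads, 10 µg/mL apiece, read by AlphaScreen after 30 min at room temperature.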
HCMV inh: qHTS Assay for inhibitors of the human cytomegalovirus (HCMV); HFF cells, HCMV-luciferase reporter, 72 h; hits give low values; 4.5% of 410,000 active; activity change, negative = inhibition, % at 57.5 µM; in the data active means activity change below about -60%; inconclusive means no clear call, values can overlap the other calls; inactive means above about -39%
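Cell-based, HFFs, 1000 cells/well, 16 h 37C; cpds in DMSO + HCMV-luc, MOI 1 PFU/cell; 72 h 37C; OneGlo luminescence after 5 min RT; norm. to buffer vs Salinomycin 10uM.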
LmPK inhibitor: qHTS Assay for Inhibitors of Leishmania Mexicana Pyruvate Kinase (LmPK) | 0.37% of 290,000 active | purified LmPK, Kinase-Glo ATP luminescence, 1 h | Q27686 | Potency, µM (doses to about 57.5 µM), without a hit: top-dose activity change, negative = inhibition, hits mostly inhibitors | AID 1721, 2009; further: potency means the concentration at half of the fitted maximal effect
Target sequence (Q27686 whole entry, looked up): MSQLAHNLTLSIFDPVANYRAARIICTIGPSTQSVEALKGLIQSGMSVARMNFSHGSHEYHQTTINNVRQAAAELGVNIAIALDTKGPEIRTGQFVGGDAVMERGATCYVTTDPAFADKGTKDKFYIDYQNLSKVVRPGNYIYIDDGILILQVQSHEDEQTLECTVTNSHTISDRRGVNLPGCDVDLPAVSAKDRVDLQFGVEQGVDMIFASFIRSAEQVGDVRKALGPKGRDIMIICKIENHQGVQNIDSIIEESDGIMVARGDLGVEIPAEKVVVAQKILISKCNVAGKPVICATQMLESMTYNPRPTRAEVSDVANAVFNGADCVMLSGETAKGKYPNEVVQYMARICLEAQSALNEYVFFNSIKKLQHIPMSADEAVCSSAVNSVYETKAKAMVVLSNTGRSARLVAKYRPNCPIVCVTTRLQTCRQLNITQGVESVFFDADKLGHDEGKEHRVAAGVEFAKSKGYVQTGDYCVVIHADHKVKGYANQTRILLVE
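In 50 mM imidazole pH 7.2 with 7 mM MgCl2, LmPK (0.1 nM) turned over PEP (0.5 mM) and ADP (0.1 mM) for 1 h at room temperature. Luciferase read-out of ATP.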
Tb PYK inh: qHTS of Trypanosoma Brucei Inhibitors | pyruvate kinase (Trypanosoma brucei), Q57TT1 | TbPYK enzyme, Kinase-Glo Plus ATP luminescence, 45 min | Potency, µM (highest dose often 76.8 µM), for inactives: at the highest dose activity, negative = inhibition, hits mostly inhibitors | 0.12% of 410,000 active | AID 624173, 2012; further: potency means the concentration at half of the fitted maximal effect; nearly all actives have a fitted effect of over 50% in size
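ADP (130 uM final) triggers the TbPYK reaction after compound addition; incubation is 45 min at room temperature. Kinase-Glo Plus is then added and luminescence imaged. Normalized data are fitted to concentration-effect curves.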
Numbers without * were called inactive; ? = inconclusive; nt = no result given; & = joins results of further samples; [ ] = remark or other dose. Unless noted, the call rests on the fitted dose curve; in most records, active means well fitted curve in the direction sought with a large enough effect; inconclusive means small, poorly fitted or top-dose-only effect, or another doubt; inactive means no such curve, though single readings can be large; an effect the other way counts as inactive or inconclusive. Unless noted, on the % scale 0 is the no-effect control and ±100 the full control effect.

smiles	HCV inh	AmpC no deterg	AmpC detergent	AMA1-RON2 inh	HCMV inh	LmPK inhibitor	Tb PYK inh
Cc1ccc2c(Cl)c(C(=O)NCC(c3ccco3)N3CCCC3)sc2c1 (stereo not drawn)	?	-10.1%	-12.6%	-5.5%	0.0	-9.6%	-3.0%
COc1ccc(-n2ccn(Cc3ccccc3C)c(=O)c2=O)cc1	nt	nt	24.5%	nt	-21.6	nt	3.9%
CC(=O)c1ccc(N2CCN(C(=O)Cn3cnc(S(=O)(=O)N4CCCCC4)c3)CC2)cc1	15.3%	20.4%	-1.2%	1.4%	0.0	-8.9%	-0.8%
O=C(CNCc1cccs1)Nc1cc(S(=O)(=O)N2CCCC2)ccc1Cl	10µM*	-21.9%	-1.2%	-13.7%	-38.5	-3.6%	-0.8%
CCCOc1ccc(-c2nnn(CC(=O)N3CCC(C)CC3)n2)cc1	-25.0%	51.0%	?	6.9%	-23.5	2.6%	8.0%
CCOC(=O)c1c(-c2ccco2)csc1NC(=O)CSc1nnc(N)s1	11.2µM*	-46.4%	-1.3%	8.5%	-10.8	-1.1%	-21.0%
C[C@H](OC(=O)n1ccnc1)[C@@H]1O[C@@]2(C)CCC[C@@H]1O2	4.0%	-8.3%	6.3%	-3.6%	47.2	nt	4.1%
COc1ccc(NC(=O)CCN2CCCC(C)C2)cc1 (stereo not drawn)	-0.5%	-13.1%	2.1%	-14.9%	4.8	-6.7%	4.1%
CCn1ncc(/C=C/C(=O)NCc2cnn(C)c2C)c1C	11.9%	14.2%	-1.3%	3.6%	11.6	0.5%	-3.3%
COc1cc(OC)cc(-c2c(-c3ccc(F)cc3)c3cc(-c4cccc5[nH]ccc45)ccc3n2C)c1	?	-18.5%	-5.7%	-0.2%	-26.2	nt	-0.6%
Cc1ccc(CSc2cn(CCNC(=O)c3cccs3)c3ccccc23)cc1	nt	nt	-5.5%	nt	-27.9	nt	-3.2%
CCC(C)NC(=O)CNC(=S)N(CCCN1CCOCC1)Cc1cccs1 (stereo not drawn)	-3.8%	-0.3%	-0.3%	-15.5%	13.7	1.2%	-0.8%
CC(=O)c1ccc(NC(=O)c2sc3nc4c(cc3c2N)N2CCC4CC2)cc1	nt	nt	1.6%	nt	-2.5	nt	0.4%
O=C(O)c1cccc(S(=O)(=O)Nc2cccc3ccccc23)c1	12.1%	-17.0%	-14.8%	-7.6%	30.2	3.3%	3.6%
CNC(=O)c1ccc(OC2CSC2)cc1	6.2%	nt	?	-9.8%	-18.8	-4.2%	-1.2%
COc1cccc(C2C(C(C)=O)=C(O)C(=O)N2CCc2c[nH]c3ccccc23)c1 (stereo not drawn)	10.9%	-43.0%	?	2.8%	0.4	-0.5%	-0.8%
COc1ccc2[nH]cc(C(=O)CN3CCCC(C)C3)c2c1 (stereo not drawn)	-19.6%	-35.7%	-2.0%	-3.2%	39.1	-2.0%	0.6%
CC(C)[C@H](NS(=O)(=O)c1ccccc1)C(=O)OCC(=O)NC(=O)c1cccn1C	-10.3%	-6.3%	5.7%	0.0%	26.7	-12.2%	-4.3%
NS(=O)(=O)c1cccc(NC(=O)CSc2n[nH]c(-c3ccccc3Br)n2)c1	-7.6%	nt	nt	3.6%	60.9	nt	0.8%
CC(=O)Nc1sc(C)c(C)c1C(=O)OCC(=O)N(CC(C)C)c1c(N)n(Cc2ccccc2)c(=O)[nH]c1=O	5.01µM*	-2.1%	-13.6%	-1.1%	-30.9	nt	-6.4%
CCOc1ccc(CN2CCN(Cc3cc4ccccc4o3)CC2CCO)cc1 (stereo not drawn)	-27.0%	142.7%[activator]	-13.4%	3.4%	37.2	1.2%	-6.1%
O=C(Nc1c(-c2ccccc2)nc2ccccn12)c1ccccc1	-8.8%	14.3%	-9.8%	-5.6%	15.2	3.7%	-3.4%
O=C(NC(=S)NCc1ccccc1)c1cccnc1	1.5%	-6.2%	1.7%	-15.2%	-12.9	-12.8%	-1.2%
O=C(CC(=O)c1ccccc1)Nc1ccccc1	11.2%	nt	nt	-19.7%	43.9	nt	-0.9%
Cn1cccc1C(=O)NC(=O)COC(=O)C12CC3CC(CC(O)(C3)C1)C2	13.4%	9.8%	2.9%	11.7%	62.3	?	-2.4%
CC(=O)NCCC(=O)Nc1sc2c(c1-c1nc3ccccc3[nH]1)CCCC2	11.2µM*	-6.5%	5.1%	40.0%[activator]	-16.0	-1.2%	-11.9%
CCC1CCCCN1C(=S)NC(=O)c1ccc([N+](=O)[O-])cc1 (stereo not drawn)	?	-6.5%	-3.0%	23.5%	-22.9	-11.9%	-31.2%
CCN(CC(=O)NCc1cccs1)C(=O)c1ccccc1F	-2.4%	-9.1%	-5.0%	-2.9%	27.0	-10.5%	-0.4%
O=C(OC(C(=O)c1c[nH]c2ccccc12)c1ccccc1)c1cnccn1 (stereo not drawn)	-2.8%	1.4%	-5.5%	0.0%	26.7	7.1%	1.5%
Cc1coc2cc3oc(=O)ccc3cc12	-6.3%	-12.2%	-6.5%	-25.9%	-29.4	-8.3%	0.1%
COc1ccc(F)cc1C(=O)C1CCCN(Cc2cnc(N3CCCC3)s2)C1 (stereo not drawn)	0.3%	102.3%[activator]	-3.9%	20.7%	-31.8	-0.3%	-4.4%
COc1cc(/C=C/C(=O)OCC(=O)NCCc2ccc(F)cc2)ccc1OC(F)F	-27.4%	-7.6%	nt	-16.2%	-9.3	nt	-7.5%
O=C(c1nn(-c2ccccc2)c(=O)c2ccccc12)N1CCN(c2ccccn2)CC1	-4.2%	20.1%	?	0.0%	-2.6	-1.1%	-2.7%
COC(=O)c1sc(C(F)(F)F)c(-c2ccccc2)c1S(=O)(=O)N(C)C	-8.7%	53.8%	-2.1%	6.3%	-18.9	7.7%	-10.2%
O=C(Nc1ccnn1C1CCN(CCCC2CCCC2)CC1)c1ccccc1	?	39.7%	-9.0%	-13.0%	30.0	4.0%	-1.5%
Cc1cc(C(=O)COC(=O)c2n[nH]c(=O)c3ccccc23)c(C)n1C(C)C	30.7%[activator]	-30.6%	1.1%	-1.0%	33.9	nt	0.4%
COc1ccc(Cc2nnc(SCC(=O)Nc3ccc(C)c(Cl)c3)[nH]c2=O)cc1	6.8%	-58.6%	-8.7%	-4.6%	0.0	nt	0.4%
O=C(CSc1nc(=O)n(CCCN2CCOCC2)c2c1CCCC2)Nc1cccc(F)c1	2.4%	218.3%[activator]	0.0%	9.5%	0.3	nt	-1.2%
CCc1ccc(NC(=O)c2ccc(-c3ccccc3)s2)cc1	nt	nt	-0.5%	nt	16.9	nt	-1.5%
Nc1ncnc2c1ncn2C1OC(CO)C2OC21 (stereo not drawn)	nt	nt	nt	-5.0%	-12.5	nt	1.9%

Reprinted at random: three records from the list
smiles	HCV inh	AmpC no deterg	AmpC detergent	AMA1-RON2 inh	HCMV inh	LmPK inhibitor	Tb PYK inh
CCN(CC(=O)NCc1cccs1)C(=O)c1ccccc1F	-2.4%	-9.1%	-5.0%	-2.9%	27.0	-10.5%	-0.4%
Cc1ccc(CSc2cn(CCNC(=O)c3cccs3)c3ccccc23)cc1	nt	nt	-5.5%	nt	-27.9	nt	-3.2%
O=C(Nc1ccnn1C1CCN(CCCC2CCCC2)CC1)c1ccccc1	?	39.7%	-9.0%	-13.0%	30.0	4.0%	-1.5%

Later entries.
smiles	HCV inh	AmpC no deterg	AmpC detergent	AMA1-RON2 inh	HCMV inh	LmPK inhibitor	Tb PYK inh
COc1ccc(S(=O)(=O)Cc2ccc(C(=O)NC3CCCCCC3)o2)cc1	?	13.8%	-2.7%	6.3%	2.9	0.7%	3.7%
O=C(O)C(Cc1c[nH]c2ccccc12)NS(=O)(=O)c1ccccc1 (stereo not drawn)	0.0%	-11.4%	-7.8%	-5.5%[11.6 µM]	45.9	2.2%	-4.6%
Cc1cc(C)c(S(=O)(=O)N2CCN(C3CC(=O)N(c4ccccc4Cl)C3=O)CC2)c(C)c1 (stereo not drawn)	0.3%	213.6%[activator]	nt	-15.9%	2.3	nt	1.6%
COC(=O)C[C@H]1c2cc(C(F)(F)F)ccc2S(=O)(=O)N1Cc1ccc(OC)cc1	-20.7%	nt	nt	-1.8%	-8.8	nt	3.5%
O=C(O)c1ccccc1S(=O)(=O)Cc1ccccc1	14.6%	-13.0%	0.4%	-2.8%	-26.3	0.3%	3.9%
Cc1cccc(C)c1NC(=O)CSc1nnnn1C	12.0%	-15.2%	-3.9%	3.8%	-11.2	0.6%	0.5%
CSc1cccc(NC(=O)c2cc3c(COC(C)=O)cnc(C)c3oc2=O)c1	nt	nt	14.1%	nt	11.3	nt	-1.3%
O=c1cc(-c2ccc(O)c(O)c2)oc2ccc3ccccc3c12	?	-33.7%	0.0%	4.9%	-4.6	nt	-13.8%

Quoted from the listing.
Reading for Cc1cccc(C)c1NC(=O)CSc1nnnn1C in Tb PYK inh: 0.5%
Reading for CSc1cccc(NC(=O)c2cc3c(COC(C)=O)cnc(C)c3oc2=O)c1 in HCMV inh: 11.3

Next compounds follow.
smiles	HCV inh	AmpC no deterg	AmpC detergent	AMA1-RON2 inh	HCMV inh	LmPK inhibitor	Tb PYK inh
Cc1cc(-c2cc(N)n(-c3ccccc3)n2)c(C)n1C1CCCC1	-15.3%	23.0%	-2.0%	5.0%	29.9	0.0%	-6.7%
COc1ccc2sc(-c3ccc(N(C)C)cc3)c(C#CCCO)c2c1	1.41µM*	68.7%[activator]	5.6%	-16.0%	35.7	nt	-6.3%
CS(=O)(=O)NCCCNc1c(Cl)cccc1[N+](=O)[O-]	-3.4%	-13.1%	-1.4%	-5.0%	-17.0	2.7%	-1.5%
CC(C)CCNC(=O)c1ccc2c(c1)N(C)C(=O)c1ccccc1S2	-11.5%	-9.4%	-0.5%&6.8%	9.2%	77.0&42.7	3.5%	1.0%&3.4%
O=C/C=C/c1c(-c2ccccc2)cc2oc3ccccc3cc1-2	?	-38.1%	-12.7%	-22.1%	-11.7	2.7%	-0.6%
Cc1cc(=O)[nH]c(NCc2ccc(Cl)cc2)n1	6.1%	-37.4%	-0.7%	-7.8%	80.2	0.8%	-14.9%
